# USP1-UAF1 inh: blocks the human USP1/UAF1 deubiquitinase complex | O94782 | recombinant USP1/UAF1, Ub-Rhodamine cleavage fluorescence | Potency, µM (titrated, usually from 57.1 µM), for inactives: at the highest dose activity change, negative = inhibition, hits mostly inhibitors | 390,000 tested, 0.23% active; also: potency is read from the fitted curve at half-maximal effect; % is scaled to controls: 0 for no effect and ±100 for the full control effect; nearly all actives have a fitted effect of over 60% in size; inactives centre near -12
# Target sequence (O94782 whole entry, looked up): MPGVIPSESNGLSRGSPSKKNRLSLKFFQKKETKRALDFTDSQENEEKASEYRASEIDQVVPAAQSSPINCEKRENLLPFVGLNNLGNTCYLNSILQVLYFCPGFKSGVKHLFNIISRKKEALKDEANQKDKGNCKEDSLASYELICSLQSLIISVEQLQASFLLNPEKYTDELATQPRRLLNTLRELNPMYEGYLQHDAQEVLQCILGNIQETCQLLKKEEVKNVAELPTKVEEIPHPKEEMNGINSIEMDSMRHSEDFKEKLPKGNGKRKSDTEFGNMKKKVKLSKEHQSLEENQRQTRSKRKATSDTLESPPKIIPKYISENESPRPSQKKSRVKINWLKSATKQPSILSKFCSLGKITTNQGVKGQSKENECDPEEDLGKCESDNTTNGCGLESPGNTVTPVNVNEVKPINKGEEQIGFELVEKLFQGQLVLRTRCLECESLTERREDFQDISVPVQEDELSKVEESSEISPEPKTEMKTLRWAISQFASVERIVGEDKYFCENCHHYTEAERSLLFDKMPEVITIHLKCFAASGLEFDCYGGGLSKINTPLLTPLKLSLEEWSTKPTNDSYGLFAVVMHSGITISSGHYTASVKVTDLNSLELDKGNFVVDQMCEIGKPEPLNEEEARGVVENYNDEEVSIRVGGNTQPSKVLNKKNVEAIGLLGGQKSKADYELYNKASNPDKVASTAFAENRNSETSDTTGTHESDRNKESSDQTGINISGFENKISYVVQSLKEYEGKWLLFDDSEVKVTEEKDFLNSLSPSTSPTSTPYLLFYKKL
#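 In this screen, compounds sit with the deubiquitinase complex (1nM) for 15 min at room temperature before Ub-Rho is added at 150nM final. Fluorescence rise is then followed for 6 reads every 60 seconds.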
# HP1b chromo inh: HP1-beta chromodomain-methylated histone interaction inhibition; Potency, µM (series often up to 114 µM), for the others: at the highest dose activity change, negative = inhibition, actives largely listed as inhibitors; AID 540317; 390,000 tested, 0.56% active; AlphaScreen HP1-beta / biotin-H3K9me3 peptide binding; P83916; also: potency is read from the fitted curve at half-maximal effect; nearly all actives have a fitted effect of over 70% in size; inactives centre near 23
# Target sequence (P83916 whole entry, looked up): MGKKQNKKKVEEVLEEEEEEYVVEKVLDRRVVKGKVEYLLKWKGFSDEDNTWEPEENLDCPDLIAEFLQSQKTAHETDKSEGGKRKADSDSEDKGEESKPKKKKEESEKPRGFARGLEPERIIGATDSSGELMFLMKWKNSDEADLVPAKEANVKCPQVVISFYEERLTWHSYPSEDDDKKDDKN
#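 Compound inhibition of the preformed complex between 50 nM HP1-beta and 50 nM biotinylated H3K9me3 peptide was read by AlphaScreen. Buffer was PBS pH 7.4 with 0.01% Tween-20. Incubations ran 30 min at room temperature, with 10 ug/mL donor/acceptor beads.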
# TrxR1 substrate: substrates of rat thioredoxin reductase 1 | 390,000 tested, 0.01% active | Potency, µM (doses to about 114 µM), for inactives: at the top dose activity change, negative = substrate turnover | purified TrxR1 substrate turnover, NADPH consumption readout | O89049; also: potency is read from the fitted curve at half-maximal effect; % is scaled to controls: 0 for no effect and ±100 for the full control effect; nearly all actives have a fitted effect of over 50% in size
#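 Rat TrxR1, dispensed at 90 nM, was prereduced with 400 uM NADPH (final) for 5 min at ~22 deg C, then incubated with compound 15 min before 400 uM selenite. A first-read NADPH fluorescence drop versus no-compound background flagged substrates.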
# PI4K2A inh: inhibitors of human PI4K2A; activity change, negative = inhibition, % at 76.9 µM; purified PI4K2A, ADP-Glo luminescence, 1 h; hits give low values; Q9BTU6; 420,000 tested, 0.13% active; in the data active = activity change below about -50%; inconclusive = mostly about -30% to -49%;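 also: -100% = wells without enzyme as full effect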
#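 Compounds are screened against recombinant PI4K2A using PI as substrate and ATP, the latter dispensed at 300 microM. Reactions run one hour at ambient temperature before ADP-Glo detection; full inhibition defined by wells lacking enzyme.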
# Pin1 inhibitor: inhibitors of human Pin1; Q13526; Pin1 FP peptide displacement, HiFluor488, 10 min; Potency, µM (series often up to 115 µM), without a hit: at the highest dose activity, negative = inhibition, hits mostly inhibitors; 390,000 tested, 0.009% active; AID 504891; active = well fitted inhibition curve with a large enough effect in the polarisation, with a control signal flat, not every such curve was filed as active; inconclusive = small, poorly fitted or top-dose-only effect, or effect the other way, or a change in a side signal; inactive = no such curve, though single readings can be large or run the other way; the % refers to the polarisation; also: potency is read from the fitted curve at half-maximal effect; % is scaled to controls: 0 for no effect and ±100 for the full control effect
# GLS inh: inhibitors of human glutaminase (GLS); Potency, µM (series often up to 45.5 µM), for the others: top-dose activity change, negative = inhibition, most hits filed as inhibitors; GLS enzymatic activity, qHTS titration; O94925; AID 624170; 410,000 tested, 0.21% active; also: potency is read from the fitted curve at half-maximal effect; % is scaled to controls: 0 for no effect and ±100 for the full control effect
#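 hKGA in 45 mM KH2PO4 pH 8.2, 0.02% Tween-20 with pin-transferred compounds; 1 mM L-glutamine (stock) plus glutamate oxidase/HRP/Amplex Red coupling added. Fluorescence read initially and after 30 min at RT.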
# IDH1 R132H inh: blocks human mutant IDH1 R132H enzyme; O75874; IDH1-R132H enzyme, NADPH consumption, diaphorase/resazurin fluorescence; Potency, µM (highest dose often 76.6 µM), inactives show top-dose activity change, negative = inhibition, actives largely listed as inhibitors; 390,000 tested, 0.093% active; AID 602179; also: potency is read from the fitted curve at half-maximal effect; % is scaled to controls: 0 for no effect and ±100 for the full control effect; nearly all actives have a fitted effect of over 65% in size
#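 IDH1-R132H (0.5 ug/mL) preincubated 30 min with compound, then NADPH (0.016 mM) and alpha-KG (2 mM) added; 80 min at RT, pH 7.5. Remaining NADPH coupled via diaphorase/resazurin to fluorescence (540/590 nm); concentration-response curves normalized to no-enzyme control.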
# PGK inhibitor: T. brucei PGK inhibition; PGK/GAPDH coupled, Kinase-Glo luminescence, 60 min; P07378; Potency, µM (titrated, usually from 57.5 µM), inactives show at the highest dose activity change, negative = inhibition, usual class: inhibitors; AID 602233; 380,000 tested, 0.043% active; also: potency is read from the fitted curve at half-maximal effect; % is scaled to controls: 0 for no effect and ±100 for the full control effect; nearly all actives have a fitted effect of over 60% in size
#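 Luminescent ATP detection (Kinase-Glo Plus) follows a 60-minute room-temperature incubation, with wells lacking PGK as controls. Buffer: 100 mM TEA (pH 7.6), 5 mM MgCl2, 0.01% Tween-20. Coupling enzyme GAPDH (100 nM final) supplies unstable 1,3-BPG in-well.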
# TrxR1 inh: blocks rat thioredoxin reductase 1; 390,000 tested, 1% active; O89049; recombinant rTrxR1, NADPH fluorescence consumption, selenite substrate; Potency, µM (doses to about 114 µM), inactives show top-dose activity change, negative = inhibition, hits mostly inhibitors; also: potency is read from the fitted curve at half-maximal effect; % is scaled to controls: 0 for no effect and ±100 for the full control effect; nearly all actives have a fitted effect of over 65% in size
#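 Rat TrxR1 (90 nM in the dispensed reagent) was pre-reduced with 400 uM NADPH for 5 min at room temperature, then incubated with compound for 15 min. After 400 uM selenite was added, NADPH fluorescence (Ex 340/Em 450 nm) was followed for 8 min.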
# An asterisk follows results filed as active; i = inactive; ? = inconclusive; nt = no result given; [ ] = another dose, or the depositor's remark. Unless noted, calls follow the shape of the dose curve; as a rule, active = well fitted curve in the direction sought with a large enough effect; inconclusive = small, poorly fitted or top-dose-only effect, or another doubt; inactive = no such curve, though single readings can be large; an effect the other way counts as inactive or inconclusive.
No.	mol	USP1-UAF1 inh	HP1b chromo inh	TrxR1 substrate	PI4K2A inh	Pin1 inhibitor	GLS inh	IDH1 R132H inh	PGK inhibitor	TrxR1 inh
1	CCN(c1ccccc1)S(=O)(=O)c1ccc2[nH]cc(C(=O)NC3CCCCC3)c(=O)c2c1	-9%	29%	-1%[57.1 µM]	1	23%	-8%	?	i	7%[57.1 µM]
2	O=C(CSc1nc(=O)n(Cc2ccco2)c2c1CCC2)NCc1ccc(F)cc1	-23%	20%	-1%[57.1 µM]	1	-3%	-14%	-8%	5%	8%[57.1 µM]
3	O=C(c1ccco1)N1CCN(CCOCCOc2cccc3ccccc23)CC1	-12%	20%	5%	-6	0%	4%	0%	nt	11%[57.1 µM]
4	CCN(CC)c1ccc(C2Nc3ccccc3-c3cc(C)nn32)cc1 (stereo unspecified)	-19%	?	15%	3	-4%	10%	5%	-1%	43%[activator]
5	Cc1ccc(C(=O)SC2=NCCS2)cc1	-11%	53%[activator]	5%[57.1 µM]	33	7%	67%[activator]	4%	i	-7%[57.1 µM]
6	N#C/C(=C\c1ccc(OCc2ccc(F)cc2)cc1)C(=O)Nc1cccc(C(=O)O)c1	-20%	22%	1%	3	?	?	-1%	?	14%
7	O=C(CN1CCc2cc3c(cc2C1)OCCCO3)Nc1ccc(S(=O)(=O)N2CCCC2)cc1	-20%	15%	-7%	6	21%	1%	6%	-2%	10%
8	Cc1ccc2c(c1)-c1nc3ccccc3cc1C2=NC1CCCCC1	?	7%	-9%	-12	31%[activator]	-1%	2%	0%	-4%
9	O=C(Nc1ccc(N2CCN(C(=O)C3CC3)CC2)cc1)c1cccs1	3%	-9%	2%[57.1 µM]	1	2%	0%	7%	-4%	-1%[57.1 µM]
10	CCOc1ccc(OCC)c(NC(=O)CN2CCN(c3cc(C)ccc3C)CC2)c1	-25%	?	7%	1	?	17%	4%	nt	26%
11	NC(=O)c1ccnc2c(O)cccc12	nt	24%	-2%	-19	-2%	25%	nt	7%	6%
12	CCn1c(SCc2cc(=O)n3ccsc3n2)nc2ccccc21	-23%	36%	50%	10	?	-2%	14%	3%	27%[57.1 µM]
13	COCCn1c(CCC(=O)O)nc2c1c(=O)[nH]c(=O)n2CC(C)C	-4%	35%[activator]	0%[57.1 µM]	5	8%	-8%	1%	-3%	1%[57.1 µM]
14	CC(C)OCCCNC(=O)c1cccs1	-6%	15%	-5%	3	-12%	-5%	1%	-8%	7%
15	CNC(=O)C1CCN(S(=O)(=O)c2c(C)noc2/C=C/c2ccccc2F)CC1	-14%	16%	6%[57.1 µM]	-2	11%	0%	-2%	i	19%
16	Cc1noc(C)c1NC(=O)N(C)C[C@H]1Oc2ccc(NC(=O)c3ccncc3)cc2C(=O)N([C@H](C)CO)C[C@@H]1C	-27%	56%[activator]	4%	-2	-3%	-3%	1%	9%	-18%
17	COc1ccc2[nH]c3c(c2c1)CCN1C(=O)C(CC(=O)NCc2ccco2)C[C@H](C(=O)N2CCCCC2)[C@@]31C (stereo partly specified)	-13%	44%[activator]	-6%	2	-3%	-5%	1%	0%	-24%
18	C=CCn1c(C)cc(-c2csc(NCC)n2)c1C	-17%	?	-14%[57.1 µM]	-8	?	?	2%	-7%	28%[57.1 µM]
19	CCOc1ccccc1/C=N/NC(=O)c1nnn(-c2nonc2N)c1CN1CCCC1	-18%	45%[activator]	-3%	-3	-1%	10%	-3%	8%	13%
20	OCc1ncc(-c2ccccc2)s1	-6%	66%[activator]	10%	-4	-1%	0%	2%	-6%	3%[57.1 µM]
21	COc1cc(OC)c(NC(=O)c2oc3ccc4c(c3c2C)C(=O)CC(C)(C)O4)cc1Cl	-22%	48%[activator]	1%	14	2%	-1%	9%	i	16%
22	Cn1c(=O)[nH]c(=O)c2c1nc(N1CCc3ccccc3C1)n2CCSc1nc2ccccc2s1	-3%	22%	8%	1	-10%	-4%	10%	i	20%
23	COc1ccc(OC)c(CN2CCN(C(=O)[C@@H](NC(=O)c3cccc(C)c3)C(C)C)CC2)c1	-6%	-18%	-4%	3	-3%	10%	5%	-5%	10%
24	O=C(C[n+]1ccc(-c2ccccc2)cc1)Nc1ccc([N+](=O)[O-])cc1	-15%	41%[activator]	-7%	1	2%	0%	0%	-1%	9%
25	CC(=O)Nc1ccc(C(=O)COC(=O)C2CCCCC2)c(F)c1	-24%	28%	-8%	-5	-9%	1%	9%	-8%	4%
26	Cc1ccc(C2=CSC3=NNC4(CCCCC4)NN23)cc1	-12%	-28%	-6%	-2	13%	-13%	1%	-6%	8%
27	CS(=O)(=O)N1CCc2cc(C(=O)Nc3ccccc3Cl)ccc21	-14%	39%[activator]	1%	-2	3%	1%	15%	-4%	22%
28	Cc1ccc(-c2csc(N3CCC[C@@H]3C(=O)NCCn3c(-c4ccncc4)nc4ccccc43)n2)cc1	-7%	-19%	-7%[57.1 µM]	-1	-2%	6%	0%	i	14%[57.1 µM]
29	Cc1nc(CNC(=O)C2CCC(=O)N(CCc3ccc(Cl)cc3)C2)sc1C (stereo unspecified)	-17%	-5%	1%[57.1 µM]	0	2%	-6%	2%	i	20%[57.1 µM]
30	O=C1Nc2ccccc2Nc2ccccc21	-16%	5%	10%[57.1 µM]	-11	13%	-22%	5%	-3%	19%[57.1 µM]
31	C[C@@H]1CN(S(=O)C(C)(C)C)[C@@H](CCO)/C1=C\c1ccccc1 (stereo partly specified)	-28%	29%	5%	-2	1%	-1%	-4%	-4%	13%
32	N#Cc1nc(-c2ccco2)oc1NCCc1ccccc1	-17%	-17%	49%[activator]	-3	-7%	2%	8%	-7%	0%
33	Cc1nnc(Sc2cc(C(=O)NC3CC3)c3ccccc3n2)s1	-10%	18%	-8%	2	-5%	-9%	-5%	-8%	-16%
34	CCOC(=O)CN(C(=O)c1ccccc1)c1ccccc1C	-5%	22%	10%[57.1 µM]	-6	1%	-13%	-6%	-4%	-6%
35	CCOc1cccc(OCCCCn2cnc3ccccc3c2=O)c1	-20%	37%	-4%	1	0%	-12%	4%	-10%	16%[57.1 µM]
36	CCCc1cc(=O)[nH]c(SCC(=O)N(CC)C2CCS(=O)(=O)C2)n1 (stereo unspecified)	-24%	22%	-3%	8	0%	10%	8%	-1%	-1%
37	CCN(Cc1nc(-c2ccccc2)no1)C(=O)c1ccco1	-20%	45%[activator]	-3%[57.1 µM]	0	-2%	7%	5%	i	-8%[57.1 µM]
38	O=C(Nc1ccc(N2CCN(C(=O)c3ccco3)CC2)cc1)c1ccccc1Br	-25%	17%	-1%	1	-8%	31%[activator]	-19%	14%	3%
39	COc1cc(CN2CCCC(C(=O)c3ccc(SC)cc3)C2)cc(Cl)c1O (stereo unspecified)	-12%	-9%	2%	-7	11%	-1%	1%	-1%	2%
40	Clc1ccccc1Cc1noc(CN2CCCCC2c2ccccn2)n1 (stereo unspecified)	-16%	19%	1%	1	3%	-4%	14%	i	8%
41	O=c1[nH]c(=O)n(C2OC(CO)C(O)C2O)cc1Br (stereo unspecified)	-9%	-4%	0%	3	-6%	11%	-8%	-4%	2%
42	Cc1ccc(N2C(=O)CSC23C(=O)N(CC(=O)NCc2ccccc2)c2ccccc23)cc1 (stereo unspecified)	-9%	35%	-6%	-2	17%	2%	1%	9%	6%
43	CCC1(CC)NC(=O)N(CC(=O)OCC(=O)Nc2ccccc2OC(F)F)C1=O	-20%	39%[activator]	4%	4	1%	0%	0%	-11%	18%
44	CC(C)(C)OC(=O)NS(=O)(=O)Nc1ccccc1Br	nt	-5%	4%	nt	-13%	nt	nt	nt	6%

# Whole records, looked up by structure. Order of values: USP1-UAF1 inh | HP1b chromo inh | TrxR1 substrate | PI4K2A inh | Pin1 inhibitor | GLS inh | IDH1 R132H inh | PGK inhibitor | TrxR1 inh
# COc1ccc2[nH]c3c(c2c1)CCN1C(=O)C(CC(=O)NCc2ccco2)C[C@H](C(=O)N2CCCCC2)[C@@]31C (stereo partly specified) across the screens: -13% | 44%[activator] | -6% | 2 | -3% | -5% | 1% | 0% | -24%
# CCN(CC)c1ccc(C2Nc3ccccc3-c3cc(C)nn32)cc1 (stereo unspecified) across the screens: -19% | ? | 15% | 3 | -4% | 10% | 5% | -1% | 43%[activator]
# COc1ccc(OC)c(CN2CCN(C(=O)[C@@H](NC(=O)c3cccc(C)c3)C(C)C)CC2)c1 across the screens: -6% | -18% | -4% | 3 | -3% | 10% | 5% | -5% | 10%
# Cn1c(=O)[nH]c(=O)c2c1nc(N1CCc3ccccc3C1)n2CCSc1nc2ccccc2s1 across the screens: -3% | 22% | 8% | 1 | -10% | -4% | 10% | i | 20%
# COc1cc(OC)c(NC(=O)c2oc3ccc4c(c3c2C)C(=O)CC(C)(C)O4)cc1Cl across the screens: -22% | 48%[activator] | 1% | 14 | 2% | -1% | 9% | i | 16%

# Shown with two lines to a compound: part of the list above
# Every second line gives: USP1-UAF1 inh	HP1b chromo inh	TrxR1 substrate	PI4K2A inh	Pin1 inhibitor	GLS inh	IDH1 R132H inh	PGK inhibitor	TrxR1 inh
(41) O=c1[nH]c(=O)n(C2OC(CO)C(O)C2O)cc1Br (stereo unspecified)
    -9%	-4%	0%	3	-6%	11%	-8%	-4%	2%
(44) CC(C)(C)OC(=O)NS(=O)(=O)Nc1ccccc1Br
    nt	-5%	4%	nt	-13%	nt	nt	nt	6%

# An excerpt; count on the stated rates, not on these rows.
